HGIII-sPLA2 inh: Blocks human group III sPLA2 activity; 0.56% of 370,000 active; inhibition, % at 12.2 µM; QFRET BODIPY PC-A2 liposome hydrolysis, fluorescence; Q9NZ20;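 active means inhibition above mean plus 3 SD of compounds lying within the high and low control bounds, cut at about 19% in these data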;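 further: 0% = median of test compound wells and 100% = no enzyme DMSO wells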
NPR1 activator: GC-A (human) enzyme activation; HEK293 GC-A cells, cGMP TR-FRET, EC30 ANP; 0% at EC30 ANP, 100% saturating ANP; activation, % at 10 µM; 0.14% of 370,000 active; in the data active means activation above about 40%
ASAP1 inh: ASAP1 ArfGAP inhibition; Q9ULH1; ASAP1-stimulated ARF1 GTP hydrolysis, GDP FP detection; inhibition, % at 16.5 µM; 0.19% of 360,000 active; AID 624377; in the data active means inhibition above about 25%;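 further: 0% = vehicle with enzyme and substrate and 100% = no enzyme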
NPR2 activator: GC-B (human) receptor activation | 0.11% of 370,000 active | activation, % at 10 µM | HEK293-GC-B cells, CNP EC30, cGMP TR-FRET; 0% at EC30 CNP, 100% saturating CNP;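 active means activation at 10 µM reaching about 35% in either raw or pattern-adjusted values, limit read from the data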
DDE Tn6 FP inh: inhibitors of Tn6 peptide binding to human fibrin DD(E); 0.21% of 370,000 active; inhibition, % at 8.3 µM; AID 720509; P02675; Fibrin DD(E) TRITC-Tn6 fluorescence polarization displacement;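 active means inhibition above a per-campaign cutoff: mean of compounds within control limits plus 3 SD, cut at about 15% in these data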;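 further: 0% = median of all compound wells on the plate and 100% = blocking peptide control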
Target sequence (P02675 whole entry, looked up): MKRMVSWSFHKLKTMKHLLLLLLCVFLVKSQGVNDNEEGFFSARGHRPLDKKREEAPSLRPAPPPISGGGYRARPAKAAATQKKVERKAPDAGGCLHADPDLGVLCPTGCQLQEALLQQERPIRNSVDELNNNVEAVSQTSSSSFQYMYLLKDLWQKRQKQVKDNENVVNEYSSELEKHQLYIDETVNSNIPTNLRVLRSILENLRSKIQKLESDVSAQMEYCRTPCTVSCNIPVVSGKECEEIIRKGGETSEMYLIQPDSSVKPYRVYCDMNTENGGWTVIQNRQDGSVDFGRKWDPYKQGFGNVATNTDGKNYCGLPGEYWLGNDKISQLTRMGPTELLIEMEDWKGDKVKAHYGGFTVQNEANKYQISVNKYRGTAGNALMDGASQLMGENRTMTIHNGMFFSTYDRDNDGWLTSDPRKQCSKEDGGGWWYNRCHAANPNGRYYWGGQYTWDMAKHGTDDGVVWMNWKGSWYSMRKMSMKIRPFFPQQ
GAA850 FXN act: increases GAA850 frataxin promoter reporter activity | HEK293 lucGAA850 FXN promoter luciferase reporter, 24 h; percent of 10 µM SAHA response | activation, % at 6 µM | 0.56% of 360,000 active | AID 540364;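 active means activation above the average of all compounds screened plus 3 SD, cutoff fixed separately per campaign, cut at about 7.5% in these data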;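 further: 0% = DMSO wells and 100% = 10 µM SAHA wells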
rCAG binder: binds r(CAG) RNA repeats; AID 651821; r(CAG) RNA repeat, TO-PRO-1 dye displacement fluorescence; inhibition, % at 3 µM; 1.3% of 370,000 active;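 active means inhibition above the plate cutoff, the mean of all test compounds on that plate plus 3 SD, cut at about 35% in these data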;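 further: 0% = DMSO alone and 100% = 100 µM mitoxantrone as full dye displacement; higher means more dye released from RNA so lower well fluorescence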
ARFGAP1 inh: inhibits rat ARF GTPase activating protein 1; AID 651572; 0.26% of 360,000 active; Arfgap1-stimulated ARF1 GTP hydrolysis, GDP FP detection; Q62848; inhibition, % at 16.5 µM;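 active means inhibition above a per-plate limit, mean inhibition of low control wells plus 3 SD, cut at about 25% in these data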;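 further: 0% = DMSO wells with enzyme and 100% = wells lacking Arfgap1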
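Material: rat Arfgap1 GAP domain (His6, aa 1-136), purified enzyme. Also added: human ARF1(Δ1-17)-GTP substrate. Compound dosing: 16.5 µM single point, 1.26% DMSO. Timing: enzyme reaction 120 min at 25 °C after 20 min preincubation. Signal: GDP detection by fluorescence polarization. Read-out basis: percent inhibition of GAP-stimulated GDP formation, scaled between DMSO and no-Arfgap1 medians.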
ADAM10 inh: ADAM10 inhibition, QFRET primary screen; O14672; recombinant ADAM10, EDANS/DABCYL FRET peptide cleavage, 3 h; inhibition, % at 7 µM; 0.62% of 370,000 active; AID 720582;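 active means inhibition above a per-campaign cutoff equal to the mean of compounds falling between control-based bounds plus 3 SD, cut at about 20% in these data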;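 further: 0% = DMSO wells while the 100% control is not disclosed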
Target sequence (O14672 214-748 limits assumed): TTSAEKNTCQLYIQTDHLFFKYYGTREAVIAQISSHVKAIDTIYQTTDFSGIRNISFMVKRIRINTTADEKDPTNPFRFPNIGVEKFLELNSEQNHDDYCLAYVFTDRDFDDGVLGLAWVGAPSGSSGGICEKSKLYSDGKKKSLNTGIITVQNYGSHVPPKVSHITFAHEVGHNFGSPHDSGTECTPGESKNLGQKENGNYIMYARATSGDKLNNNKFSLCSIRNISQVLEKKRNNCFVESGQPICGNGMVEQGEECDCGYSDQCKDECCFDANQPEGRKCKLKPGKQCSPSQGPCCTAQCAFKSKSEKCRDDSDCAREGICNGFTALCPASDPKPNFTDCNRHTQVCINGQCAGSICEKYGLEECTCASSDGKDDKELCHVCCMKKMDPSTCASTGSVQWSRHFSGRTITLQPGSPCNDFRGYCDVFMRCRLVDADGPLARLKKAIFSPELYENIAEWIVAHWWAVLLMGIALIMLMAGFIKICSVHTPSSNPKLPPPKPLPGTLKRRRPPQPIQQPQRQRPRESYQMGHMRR
proKLK7 act: activates the human kallikrein-7 zymogen. P49862. purified proKLK7, EDANS-DABCYL substrate fluorescence; 100% is mature enzyme control, 0% vehicle. activation, % at 7 µM. 0.9% of 370,000 active. AID 652039;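 active means activation above the mean of all tested compounds plus 3 SD, computed per campaign excluding outliers beyond control limits, cut at about 13% in these data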
Numbers without * were called inactive; . = no result given. No enrichment for hits; any-hit rate near 4.5%.

SMILES	HGIII-sPLA2 inh	NPR1 activator	ASAP1 inh	NPR2 activator	DDE Tn6 FP inh	GAA850 FXN act	rCAG binder	ARFGAP1 inh	ADAM10 inh	proKLK7 act
Cc1ccc(C)c(N2CCN(C(=O)c3ccc(N4CCOCC4)c([N+](=O)[O-])c3)CC2)c1	-1	0	3	2	3	0.7	-4	1	6	0.3
C=CCn1c(SCC(=O)N(CC)c2c(N)n(Cc3ccccc3)c(=O)[nH]c2=O)nnc1-c1ccccc1OC	6	4	-7	8	4	0.4	1	1	-9	0.4
CCOc1ccccc1C(=O)Nc1nnc(SCC(=O)Nc2cc(C)on2)s1	5	-3	-8	0	13	0.9	0	7	-5	-0.3
CC(C)=CCC/C(C)=C/CNC(=O)C[C@H]1C[C@H](C(=O)N2CCCCC2)[C@@]2(CCc3ccccc3)c3[nH]c4cc(CCC(=O)N(C)C)ccc4c3CCN2C1=O	5	-1	-17	1	3	-1.4	3	1	-16	0.0
COC(=O)C1=C(C)N(C)C(=NCc2ccc3c(c2)OCO3)NC1c1ccccc1 (stereo not given)	-1	-3	1	3	-6	.	9	3	-6	0.3
Cc1cc(N2CCN(C(=O)c3ccco3)CC2)nc(-c2ccccc2)n1	-12	-6	6	1	8	-2.9	1	1	9	0.3
Cc1occc1C(=O)N/N=C/C1=C(N2CCOCC2)C(=C/c2ccc(Cl)cc2Cl)/CC1	-3	-2	0	0	7	3.6	2	4	-1	-0.9
COc1ccccc1NCCC(=O)OCC(=O)Nc1ccccc1Cl	5	1	0	1	3	-0.1	1	-2	-4	-0.1
CCCCNC(=O)C[C@@H]1C(=O)N(Cc2ccc(OC)cc2)C2=CCN(C(=O)OC(C)(C)C)C[C@]21C(=O)OCC	-7	-1	.	9	3	.	-2	.	0	0.3
CCCOc1ccc(CNC(=O)c2ccc3nc(N4CCOCC4)sc3c2)cc1	5	-2	-7	0	-3	-0.3	2	-3	-4	0.3
CCOC(=O)c1cc(C#N)c(N2CCN(C)CC2)nc1-c1ccccc1	-9	-6	-8	-5	2	3.6	-9	4	-7	0.1
CCCCCCC=C1CCC(CN2CCCC2)C1=O (stereo not given)	5	35	-6	10	3	.	4	5	-2	0.7
Cc1ccc(CNC(=O)C2CCCN(S(=O)(=O)c3c(C)noc3C)C2)cc1 (stereo not given)	1	7	1	1	3	5.1	0	-4	8	-0.1
FC(F)Oc1ccc(NC(=S)NCc2cccnc2)cc1	10	1	5	1	-3	1.6	-2	-5	10	0.0
Cc1ccc(S(=O)(=O)NCC(=O)N2CCc3ccccc3C2)cc1	-3	-4	-8	0	-2	1.1	-6	0	1	0.3
C=CC[C@H](CC(=O)NCCO)C(=O)NC[C@@H](OC(=O)[C@@H](CC=C)CC(=O)OC(C)(C)C)c1ccccc1	8	-8	-7	69*	-5	1.0	-8	3	5	-0.1
Cc1ccc(N(CC(O)CN2CCCCC2)S(=O)(=O)c2ccccc2[N+](=O)[O-])cc1 (stereo not given)	-3	-22	-12	-16	-6	-0.2	-1	-15	-3	-0.1
CC(=O)c1c(C)n(CCc2ccc(Cl)cc2)c2ccc(O)cc12	0	17	19	-2	3	1.2	2	1	5	-0.5
Cc1ccc2c(CN3CCCCC3CCO)cc(=O)oc2c1 (stereo not given)	9	4	12	-2	-9	1.1	6	-8	-6	-0.7
COC(=O)c1ccccc1NC(=O)COc1ccccc1	0	-2	-3	-1	-2	3.1	-2	1	-3	0.8
Cc1ccc(C)c(N2CCN(S(=O)(=O)CC34CCC(CC3=O)C4(C)C)CC2)c1 (stereo not given)	6	7	-5	-1	-9	0.2	-5	3	10	0.8
Cc1ccc(NC(=O)C(=O)c2ccc(C)cc2)cc1	2	4	2	0	6	3.3	3	11	0	0.5
O=S(=O)(c1ccc(F)cc1)N1CC=C(c2ccccc2)CC1	-6	-3	6	0	7	1.0	1	12	9	-0.8
CCn1c(SCC(=O)NC2CCCC2)nnc1C(C)NC(=O)c1ccccc1F (stereo not given)	-1	3	-21	2	3	0.5	-1	-2	-1	-0.7
Cc1nc2cc(C(F)(F)F)ccc2n1CCNc1nc(-c2cc(Cl)c(N)c(Cl)c2)cs1	4	0	14	-3	-6	0.7	14	15	-2	1.0
CC(=O)C(C(C)=O)c1c(Cl)c(O)c(O)c2c(C(=O)c3ccccc3)coc12	9	2	-9	9	-15	1.9	9	8	32*	-0.8
CC(=Nc1ccc2c(c1)nc(CO)n2C)C1=C(O)CC(C)(C)CC1=O	14	-6	-1	4	-4	2.4	3	5	-23	0.1
COc1cccc(CN2CCN(Cc3ccc(O)cc3)CC2CCO)c1 (stereo not given)	-3	-2	-1	9	-4	-0.2	-4	-3	-2	0.5
NNC(=O)c1cnn(-c2ccccc2)c1C(F)(F)F	-3	2	-1	-5	1	1.0	0	-15	3	0.2
CC(OCC(O)CN(C)Cc1nc2ccccc2c(=O)[nH]1)c1ccc(Cl)cc1 (stereo not given)	11	-14	-3	0	-10	0.4	-7	-3	-2	0.2
C=CCNc1nnc(SCC(=O)N2CCCCC2)c2ccccc12	-4	5	-7	3	2	0.3	0	-7	-57	2.5
COC(=O)C[C@@H]1C[C@H]2c3cc(NC(=O)Nc4ccccc4F)ccc3O[C@H]2[C@H](CO)O1	0	-1	-5	-5	-8	-0.9	2	9	-7	0.0
O=C(COc1ccc(Cl)cc1Cl)NCCC1=CCCCC1	3	0	-12	1	-5	1.8	-4	-11	2	-1.1
NC(=O)COC(=O)c1c2c(nc3ccccc13)CCC2	1	-1	0	3	1	-0.9	11	-1	-48	-0.3
Cc1ccccc1-c1ncc(CN2CCC(CO)(CCCc3ccccc3)CC2)cn1	-15	-7	5	-4	4	-0.5	-6	6	12	0.4
OC1(c2cccs2)CN(c2ccc(Br)cc2)C2=[N+]1CCCS2 (stereo not given)	-5	-12	0	-13	-2	0.1	5	1	5	-0.3
Cc1nc(CN(C)C(=O)c2ccccc2OC2CCN(S(C)(=O)=O)CC2)cs1	4	-2	6	3	4	-1.2	-3	-9	4	0.1
Cc1cc(=O)[nH]c(N/N=C/c2cccs2)n1	3	-2	-2	-5	-1	-2.2	-1	7	-7	0.0
CCc1nc2ccccc2c(C(=O)Oc2ccc(C(=O)OC)cc2)c1C	8	-3	12	-2	-4	3.0	4	-1	2	0.1
COc1cc(/C=C2/N=C(C3CCCCC3)OC2=O)cc(OC)c1OC	1	-2	-4	-2	-1	-2.4	-1	4	-1	-0.2

Entries listed so far shown as hits in ADAM10 inh.
molecule,HGIII-sPLA2 inh,NPR1 activator,ASAP1 inh,NPR2 activator,DDE Tn6 FP inh,ARFGAP1 inh,ADAM10 inh,proKLK7 act
CC(=O)C(C(C)=O)c1c(Cl)c(O)c(O)c2c(C(=O)c3ccccc3)coc12,9,2,-9,9,-15,8,32*,-0.8

Going on with the list.
SMILES	HGIII-sPLA2 inh	NPR1 activator	ASAP1 inh	NPR2 activator	DDE Tn6 FP inh	GAA850 FXN act	rCAG binder	ARFGAP1 inh	ADAM10 inh	proKLK7 act
O=Cc1ccc(-c2ccc([N+](=O)[O-])cc2Cl)o1	11	0	-18	-5	0	0.4	4	-17	-3	-1.9
Cc1ccc(/C=N/N2CCN(c3ccccc3)CC2)cc1	2	5	11	3	-2	3.7	-3	22	-15	-0.4
CCC(=O)Nc1cccc(C2=NOC3(C2)C[C@@H](C(N)=O)N(C(=O)C2(C)CC2)C3)c1 (stereo not given in full)	5	2	8	2	-8	0.6	2	0	9	0.3
CCN1C(=NCC(C)C)N[C@@H](c2cccc(C(F)(F)F)c2)C(C(=O)OC)=C1C	11	-15	-2	-20	-4	-5.5	8	4	1	-0.4
CCCCNC(=O)CCC(=O)N1CCN(C(c2ccccc2)c2ccccc2)CC1	-1	-2	-11	2	0	0.3	-11	-7	-7	-0.4
CC(C)Oc1ccc(C(=O)NC(Cc2c[nH]c3ccccc23)C(=O)NN)cc1 (stereo not given)	-46	0	-3	2	-4	0.7	14	9	8	-0.9
COC(=O)[C@]12C=CCN1[C@@H](c1ccc(Cl)cc1)c1c(c3ccccc3n1S(=O)(=O)c1ccc(C)cc1)C2	5	-6	.	-4	28*	.	16	.	-38	-2.8
C#Cc1ccc([C@H]2C=C(C(=O)N3CCN(Cc4ccc5c(c4)OCO5)CC3)O[C@@H](OCc3ccc(CO)cc3)C2)cc1	-7	-2	-2	-2	5	2.1	4	7	-21	1.1
O=S(=O)(NC1CCC(NS(=O)(=O)c2c(F)cccc2F)CC1)c1ccc2c(c1)OCCO2 (stereo not given)	-50	-2	12	2	-3	0.4	1	-10	-3	0.5
CCO/N=C/C1=C(O)C(C(=O)OC)C(C)(C)CC1=O (stereo not given)	-3	-1	6	4	9	1.5	-3	-1	1	-0.1
COc1ccc(/C=N/NC(=O)c2ccn[nH]2)cc1COc1ccc([N+](=O)[O-])c(C)c1	-19	2	12	1	-7	-0.9	12	14	12	0.2
CCCc1cc(C(=O)Nc2cc(C)ccc2O)no1	6	-1	2	-1	2	10*	6	-11	-5	0.8
COc1ccc(N2CCN(C(=O)c3ccccc3N(C)S(=O)(=O)c3ccc(C)cc3)CC2)cc1	-1	1	-5	1	-5	0.3	-7	-6	-5	-0.1
Cc1cc(C)nc(NC(=O)/C=C/c2ccc3c(c2)OCO3)c1	-2	4	6	3	1	3.4	-2	-6	-162	-6.4
CCOC(=O)C1=C(O)/C(=C\c2cc(C)n(-c3ccccc3F)c2C)N=C1C	-7	-4	-20	-3	-3	-2.5	5	1	-21	-0.6
COC(=O)c1c(NC(=O)c2ccc(C)cc2)sc(Cc2ccccc2)c1C	6	-7	12	-2	9	2.5	7	15	-1	-0.8
O=C1CC(O)C(Cc2ccccc2)N1 (stereo not given)	15	2	0	3	-6	.	2	13	-19	0.3
CC(C)CN(C(=O)COc1cccc(-n2cnnn2)c1)C1CCS(=O)(=O)C1 (stereo not given)	3	-1	-7	0	0	-1.2	-1	-2	-3	-0.3
CC(C)(C)[C@H]1C=C(C(=O)Nc2ccccc2)O[C@@H](OCCCCO)C1	-2	2	3	-1	1	-6.4	-6	-1	1	0.1
O=C(CCC(=O)N1CCN(S(=O)(=O)c2ccc(Cl)cc2)CC1)Nc1cccc(Br)c1	-2	0	-4	-4	2	-0.9	0	-1	-2	0.1
NC(=O)[C@H]1CC2(CC(c3cccc(NC(=O)CC(c4ccccc4)c4ccccc4)c3)=NO2)CN1C(=O)C(c1ccccc1)c1ccccc1 (stereo not given in full)	-23	4	21	1	1	-3.0	25	13	19	-0.1
O=C(NCc1ccc(F)cc1)c1cc(C2CCCCN2C(=O)c2ccc3c(c2)CCO3)on1 (stereo not given)	-8	-1	-5	-1	5	0.4	1	4	2	0.5

Quoted at random: two compounds from above, in no set order.
SMILES	HGIII-sPLA2 inh	NPR1 activator	ASAP1 inh	NPR2 activator	DDE Tn6 FP inh	GAA850 FXN act	rCAG binder	ARFGAP1 inh	ADAM10 inh	proKLK7 act
CCCc1cc(C(=O)Nc2cc(C)ccc2O)no1	6	-1	2	-1	2	10*	6	-11	-5	0.8
COC(=O)c1c(NC(=O)c2ccc(C)cc2)sc(Cc2ccccc2)c1C	6	-7	12	-2	9	2.5	7	15	-1	-0.8
